# Mcl1 Noxa PPI: Mcl-1/Noxa interaction inhibition. Q07820. TR-FRET Mcl-1/Noxa peptide binding, 2 h. inhibition, % at 21.7 µM. 220,000 compounds, 1.5% hits. AID 1022;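 active = compounds that cut the protein-peptide binding signal by more than 50% relative to plate controls in a single-dose test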;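 note: His-tagged Mcl-1 with rhodamine Noxa BH3 peptide and terbium anti-His antibody; 0% = Mcl-1 plus Noxa peptide wells and 100% = peptide-only wells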
# Target sequence (Q07820 whole entry, looked up): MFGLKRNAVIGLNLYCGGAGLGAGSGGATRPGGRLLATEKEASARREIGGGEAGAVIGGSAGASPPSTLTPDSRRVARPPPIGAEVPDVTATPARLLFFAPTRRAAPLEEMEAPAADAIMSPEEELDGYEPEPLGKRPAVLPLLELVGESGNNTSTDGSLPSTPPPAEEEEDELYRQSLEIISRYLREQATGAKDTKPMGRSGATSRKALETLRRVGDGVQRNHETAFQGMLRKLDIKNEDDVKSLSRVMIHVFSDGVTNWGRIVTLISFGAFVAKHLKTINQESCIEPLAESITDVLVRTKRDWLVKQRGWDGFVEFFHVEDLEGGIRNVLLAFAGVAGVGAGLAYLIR
# Pf gametocyte: P. falciparum stage V gametocyte viability inhibition; P. falciparum stage V gametocytes, ATP luminescence, 24 h; inhibition, % at 10.9 µM; 150,000 compounds, 0.065% hits;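 active = inhibition above the mean plus 3 SD of compounds within the control limits, set per campaign, cut at about 38% in these data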;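 note: 0% = DMSO wells and 100% = medium only without gametocytes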
# Mcl1 Bid PPI: disrupts binding of human Mcl-1 to Bid peptide; TR-FRET Mcl-1/Bid-Dy647 peptide binding, 1536-well; AID 1021; Q07820; 220,000 compounds, 0.97% hits; inhibition, % at 21.7 µM;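 active = compounds that cut the binding signal by more than half at the single screening dose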;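 note: His-tagged Mcl-1 with europium anti-His antibody binding Bid BH3 peptide; 0% = Mcl-1 plus peptide wells and 100% = peptide-only wells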
# Avidin fluor: compound fluoresces at 488/530 nm on avidin beads; 220,000 compounds, 0.38% hits; fluorescence (KMESF) at 10 µM; compound fluorescence 488/530 nm, flow cytometry; active compounds read high; AID 1775; in the data active = fluorescence above about 47; note: inactives centre near 10
# * marks the source's active call; other numbers are inactive results. These rows are one share of the data, so the mix of outcomes need not match the whole.
SMILES,Mcl1 Noxa PPI,Pf gametocyte,Mcl1 Bid PPI,Avidin fluor
O=c1c(Cl)c(N2CCC3(CC2)OCCO3)cnn1C12CC3CC(CC(C3)C1)C2,-1.2,5.8,-58.3,7
COc1cccc(C(=O)NC(=S)Nc2ccc(Cl)cc2C(=O)O)c1,12.2,18.7,-22.8,4
NS(=O)(=O)c1ccc(NNC(=O)c2ccc(F)cc2F)cc1,1.8,-0.1,5.4,7
Cc1cc(-c2ccc(Cl)cc2Cl)c(C#N)c(=O)[nH]1,-31.0,-3.1,0.3,8
O=C(O)c1cnc2[nH]c3ccccc3n2c1=O,27.1,10.1,18.3,5
O=C(O)c1ccc(/C=N/n2cc(-c3ccccc3)[nH]c2=S)cc1,19.2,-1.4,-31.5,6
Cc1ccsc1/C=N/n1c(-c2cc(-c3ccccc3)n[nH]2)n[nH]c1=S,32.1,-43.4,-3.0,9
CCOC(=O)c1cnc2ccccc2c1NCc1ccco1,31.0,-6.6,-4.2,6
CSc1nsc(SC)c1C(N)=O,10.2,-2.5,0.0,3
CC(=O)N1CCCN(Cc2cn(-c3cccc(C)c3)nc2-c2cccc(F)c2)CC1,19.7,-14.3,-28.2,8
CCCN(CC(=O)Nc1cccc(S(N)(=O)=O)c1)CC(=O)Nc1ccc(F)c(F)c1F,12.9,7.8,-42.3,6
Cc1ccc(-c2ccc(/C=N/n3cnnc3)o2)cc1,3.1,-9.1,-3.0,9

# Quoted at random: 5 compounds from above.
SMILES,Mcl1 Noxa PPI,Pf gametocyte,Mcl1 Bid PPI,Avidin fluor
Cc1cc(-c2ccc(Cl)cc2Cl)c(C#N)c(=O)[nH]1,-31.0,-3.1,0.3,8
CC(=O)N1CCCN(Cc2cn(-c3cccc(C)c3)nc2-c2cccc(F)c2)CC1,19.7,-14.3,-28.2,8
Cc1ccsc1/C=N/n1c(-c2cc(-c3ccccc3)n[nH]2)n[nH]c1=S,32.1,-43.4,-3.0,9
O=c1c(Cl)c(N2CCC3(CC2)OCCO3)cnn1C12CC3CC(CC(C3)C1)C2,-1.2,5.8,-58.3,7
Cc1ccc(-c2ccc(/C=N/n3cnnc3)o2)cc1,3.1,-9.1,-3.0,9

# Other results:
SMILES,Mcl1 Noxa PPI,Pf gametocyte,Mcl1 Bid PPI,Avidin fluor
CCCNc1nc(C)cc(-c2cc(C(=O)NC3CCCC3)on2)n1,-4.9,28.3,-15.3,10
CN(NC1OC(=O)c2ccccc21)c1ncc(Cl)cc1C(F)(F)F (stereo unspecified),8.0,3.3,6.2,7
Cc1onc(C(=O)NN)c1-c1csc(COc2ccccc2)n1,13.8,15.3,-12.8,9
O=C(COC(=O)COc1ccccc1F)Nc1ccc(Cl)cn1,3.1,4.2,-9.6,10
Cc1cc(NC(=O)COn2nnc3ccc(S(C)(=O)=O)cc32)ccc1Br,7.3,10.9,-17.9,7
Cc1ccc(F)c([C@H]2[C@H]3C=CC[C@@H](C)[C@@H]3C(=O)N2Cc2ccccc2)c1,5.9,-20.1,-44.4,11
O=C(N(c1ccccc1)c1ccccc1)N(c1ccccc1)c1ccccc1,-9.5,-12.9,-9.5,6
O=C(Nc1ncc(Cc2cccc(C(F)(F)F)c2)s1)C1CCCO1 (stereo unspecified),1.6,-18.6,-59.2,11
C/C=C\C=C\C(=O)N1CC2(CC(c3cccc(NC(=O)CC)c3)=NO2)C[C@H]1C(N)=O (stereo partly specified),4.8,-29.5,-50.6,8
O=C(Nc1cccc(Oc2ccc(C(=O)O)c(C(=O)O)c2)c1)c1ccc(-c2ccccc2)cc1,80.0*,6.2,-49.2,7
COc1ccc(CNC(=O)CSc2cccc3cccnc23)cc1,6.9,-31.2,-23.9,9
O=C1/C(=C/c2cccc([N+](=O)[O-])c2)CSc2ccc(Cl)cc21,14.2,6.3,-25.9,5
CSc1nc2nc3c(cc2c(=O)n1-c1ccccc1C)CCCC3,-1.8,10.7,-15.8,9
CN1C2CCC1CC(NC(=O)c1ccc(Cl)cc1)C2 (stereo unspecified),-1.2,18.5,-17.1,9
O=C(N/N=C/c1cccc(NC(=O)c2ccc(Cl)cc2)c1)c1cccc(O)c1,15.2,13.4,-10.6,27
C=CCn1c(Sc2ncc([N+](=O)[O-])s2)n[nH]c1=O,3.2,11.2,-30.0,7
Cn1cccc1CC(=O)N/N=C/c1ccc(Cl)c([N+](=O)[O-])c1,1.2,-6.4,-124.9,8
CN(Cc1cccnc1)Cc1cn[nH]c1-c1ccc(-c2ccccc2)cc1,5.5,-17.2,-33.9,5
O=C(NNC(=O)c1ccc([N+](=O)[O-])cc1)NC1CCCCC1,13.1,-8.8,-4.2,8
C=CCNC(=S)N1CCN(c2ncc(C(F)(F)F)cc2Cl)CC1,-3.0,-16.4,-15.0,6
C(=N\Nc1nc2ccccc2s1)/c1ccccn1,-82.3,1.3,-95.2,3
O=C(CSc1nnc(-c2ccc(C(F)(F)F)cn2)s1)c1ccccc1,1.0,-6.6,-8.1,3
COc1ccc(Cn2c(=O)cc(N)n(-c3ccccc3C)c2=O)cc1,-0.2,5.1,0.2,9
CCOC(=O)c1[nH]ncc1[C@@H]1C[C@H]2CN(Cc3cccc(Cl)c3)C(=O)[C@]23CCCN13,-1.1,5.5,-37.9,5
CCOC(=O)C1CCCN(c2c(NCCc3ccc(C)cc3)c(=O)c2=O)C1 (stereo unspecified),-9.5,11.5,-39.2,5
CC1=NCCN1CCNC(=O)Nc1ccc(C(C)(C)C)cc1,4.4,21.2,-5.5,6
COc1cc(OC)cc(-c2cc3nc(C)c(CCC(=O)NCc4ccccc4)c(C)n3n2)c1,14.1,38.6*,-3.9,6
CC(=O)c1cc(CN2CCN(CCC(C)C)C(CCO)C2)cs1 (stereo unspecified),-0.1,3.4,-36.7,4
CC(C)C[C@H](NC(=O)c1nc[nH]c1C(=O)N1CCc2ccccc2C1)C(=O)OC(C)(C)C,-17.6,0.6,-35.5,7
O=C(O)CCn1cc(/C=C/C(=O)c2ccc(Cl)cc2)c(-c2cccc(Br)c2)n1,24.7,-25.7,69.2*,9
Cc1ccc2oc(=O)c3cc(C(=O)N4CCN(C)CC4)sc3c2c1,19.3,-10.1,-13.9,8
Cn1c(=O)c2c(ncn2CCC(=O)N/N=C/c2ccncc2)n(C)c1=O,11.7,0.3,0.3,3
N#C/C(=C\c1ccc([N+](=O)[O-])cc1)C(=O)NCCCn1ccnc1,11.1,-9.9,-27.1,9
COC(=O)Cc1nc(Nc2ccccc2)sc1C,3.4,9.1,-30.5,6
CC(=O)c1ccc(NC(=O)Cn2c3ccccc3c3nc(=O)cc(C)n32)cc1,10.4,-28.9,-13.4,5
O=S(=O)(NCc1ccco1)c1ccccc1Br,3.4,2.2,-55.4,8
COc1ccc(C2c3c(ncn(CCCO)c3=N)Oc3ccc4ccccc4c32)cc1OC (stereo unspecified),-9.7,8.0,-19.1,3
Cc1noc(C)c1S(=O)(=O)Nc1ccccc1Oc1ccccc1,-17.5,6.1,-3.4,5
CCCCNC(=O)NNC(=O)c1cc(C)on1,2.4,-13.9,-13.2,8
O=C(O)/C=C/C(=O)Nc1ccc(Cl)cc1C(=O)c1ccccc1,-1.0,5.8,4.4,7
CNC(=O)NNC(=O)c1csc(Cc2c(Cl)sc3ccc(Cl)cc23)n1,-52.0,13.4,-17.4,7
N#Cc1c(NC(=O)c2cccc(S(=O)(=O)Nc3ccc(C(=O)O)cc3)c2)sc2c1CCCC2,76.8*,-13.5,1.4,4
O=C(CCCl)Nc1ccc(S(=O)(=O)NCc2ccco2)cc1,-13.2,22.9,-69.5,7
O=S(=O)(c1cnc(Cl)c(Cl)c1)N1CCc2ccccc21,0.2,11.8,4.1,9
Oc1ccc(-c2nc3ccccc3s2)c(O)c1,37.4,-0.7,3.7,9
Cc1ccc(NC2=NC(c3ccc(F)cc3)n3c(nc(C)cc3=O)N2)c(C)c1 (stereo unspecified),-9.0,10.4,-57.4,3
O=C1/C(=C/c2cccc(Br)c2)SC(=S)N1/N=C/c1cc([N+](=O)[O-])ccc1O,-28.0,8.8,-21.6,8
c1ccc(-c2nc3c4ccccc4ccn3c2CN2CCCCC2)cc1,-7.7,-12.1,-9.1,8
CC(C)c1ccc(NC(=O)Cn2c(=O)oc3cccnc32)cc1,26.6,4.4,9.5,9
O=C(CNC1CCCC1)Nc1cc(Cl)ccc1[N+](=O)[O-],20.6,-2.2,35.1,8
O=C(N/N=C/C(Cl)=C\c1ccccc1)c1ccco1,2.3,13.7,-39.4,7
CC(C)(C)NC(=S)N/N=C/c1cccnc1,-10.2,19.1,-67.4,7
O=C(CN1CCN(S(=O)(=O)c2ccccc2)CC1)NC(=O)NCc1ccco1,2.5,1.5,-31.3,7
Cc1cccc(OCC(=O)N(Cc2ccc(N(C)C)cc2)C2CCS(=O)(=O)C2)c1 (stereo unspecified),-4.8,1.1,-28.5,4
OCCC1CN(Cc2cccn2-c2ncccn2)CCN1Cc1ccc(F)cc1 (stereo unspecified),-10.6,9.5,-47.6,4
O=C(O)c1ccc2c(=O)n(-c3ccc(F)c(Cl)c3)c(=S)[nH]c2c1,24.1,-1.3,-16.8,6
O=C(O)CSCC(=O)NCc1c(Cl)cccc1Oc1ccccc1,-2.6,17.5,-3.5,11
CCOC(=O)C(=CNc1cc(C)ccc1[N+](=O)[O-])C(=O)OCC,2.5,6.9,-8.6,6
O=C(COc1ccc(Cl)cc1Cl)NN1C(=O)C2C3C=CC(C3)C2C1=O (stereo unspecified),14.8,19.9,-19.3,6
Cc1onc(-c2c(F)cccc2Cl)c1C(=O)ONC(=O)c1ccccc1,21.3,-25.8,-9.1,6
# Carrying on:
SMILES,Mcl1 Noxa PPI,Pf gametocyte,Mcl1 Bid PPI,Avidin fluor
Cc1nc(/C(N)=N/OC(=O)c2c(-c3ccccc3Cl)noc2C)cs1,5.8,-4.0,-2.1,8
CCN1CCN(Cc2ccc(NC(=O)c3cc(NC(=O)c4cc5cccc(OC)c5o4)cc(OC)c3)cc2C(F)(F)F)CC1,24.5,11.9,-7.2,11
O=C(CN1CCN(Cc2ccccc2Cl)C1=O)NCCCN1CCOCC1,-0.5,-0.4,-17.0,7
O=C(O)c1ccc(C(=O)c2ccc3c(c2)C(=O)N(CCO)C3=O)cc1,18.1,9.6,-35.1,7
CCCN1C(=O)CC(Sc2ncccc2C(=O)O)C1=O (stereo unspecified),3.6,-17.5,6.8,11
Cc1nnc(SCc2nc3sc(C(=O)O)c(C)c3c(=O)[nH]2)s1,14.1,-8.3,-0.3,5
CCCNC(=O)Cc1c(C)oc2ccccc12,19.5,-12.3,13.6,8
CN1N=C(C(C)(C)C)CSC1=Nc1ccc(F)cc1,-7.7,-42.8,0.3,3
O=C(O)c1ccc2c(=O)n(-c3ccccc3)c(=S)[nH]c2c1,-11.1,-8.3,-61.3,7
CCCCSc1nnc(CCNC(=O)OC(C)(C)C)o1,3.5,-24.3,-35.2,7
CC(=O)CC(C)(C)Nc1nc2ccc([N+](=O)[O-])cc2o1,-10.0,-12.4,-18.0,5
C=CCOc1ccc(/C=C2\SC(=S)N(N3CCOCC3)C2=O)cc1,1.2,-1.4,1.1,7
CCOC(=O)c1cc2c(nc1N)CCCC2,-6.7,-17.9,-4.6,7
CCCCC#Cc1cncc(C(=O)N/N=C/c2ccccc2)c1,-6.0,10.4,-5.2,7
N#CCC(=O)N/N=C/c1cn(Cc2ccc3ccccc3c2)c2ccccc12,27.9,-12.6,25.7,9
CN1C(C(=O)NCCc2cccs2)CC2Cn3c(nc4cc5ccccc5cc43)C21 (stereo unspecified),-4.5,4.7,-58.8,10
c1ccc(-c2nc3c4ccccc4ccn3c2CN2CCOCC2)cc1,0.9,-1.2,-1.2,8
Cc1ccccc1N1CCN(C(=S)c2ccc(-c3ccc([N+](=O)[O-])cc3)o2)CC1,4.5,-11.6,-23.7,7
Cc1nn2c(NCc3ccccn3)cc(C(C)(C)C)nc2c1-c1ccccc1,-43.9,19.9,-213.2,4
CCC1(C)Cc2c(sc3nc(SCC(=O)c4ccccc4)[nH]c(=O)c23)CO1 (stereo unspecified),-5.2,-9.8,-14.3,7
COCCCN(C(=O)Cc1ccc(Cl)c(Cl)c1)c1c(N)n(Cc2ccccc2)c(=O)[nH]c1=O,14.6,9.2,-29.3,7
Cc1nc(-c2ccc(Cl)cc2)sc1C(=O)NNC(=O)C(C)C,-5.8,5.7,-13.3,9
COc1cc(NC(=S)N2CCOCC2)c(OC)cc1Cl,0.6,-10.7,-35.8,5
Cc1cc(C)c2c(N)c(-c3nnc(SCc4ccc(Cl)cc4)n3C)sc2n1,21.3,-7.3,-6.1,7
CCCCCCN(C(=O)CCl)c1ccccc1,-7.1,6.8,-15.6,7
O=C(O)c1ccc(NC2=C(n3nnc4ccccc43)C(=O)c3ccccc3C2=O)cc1,3.5,-13.3,-25.1,5
N/C(=N\NC(=O)c1ccc(Cl)cc1)c1cnccn1,-2.3,-0.8,-13.3,7
Cc1ccc(S(=O)(=O)NCC(=O)OCC(=O)Nc2cccc(S(=O)(=O)NC3=NCCCCC3)c2)cc1C,8.4,12.1,-23.3,4
Cc1ccc(C)n1CCN1CCN(C(=O)c2ccc(Cl)cc2)CC1,-9.2,6.7,-36.7,5
Cc1onc(-c2ccccc2)c1NC(=O)N(CCC(=O)O)Cc1ccccc1,8.4,-12.4,-0.9,3
